Source: PubChem (several laboratories)
TLR4-MyD88 BLA – TLR4-MyD88 interaction inhibition in cells; O00206+Q99836; HeLa CL3-4 TLR4/MyD88 BLA complementation, FRET ratio; inhibition, % at 8.4 µM; 200,000 tested, 0.18% active; in the data active means inhibition above about 25%;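 further: 0% = vehicle and 100% = reference inhibitor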
Target sequence (O00206 whole entry, looked up): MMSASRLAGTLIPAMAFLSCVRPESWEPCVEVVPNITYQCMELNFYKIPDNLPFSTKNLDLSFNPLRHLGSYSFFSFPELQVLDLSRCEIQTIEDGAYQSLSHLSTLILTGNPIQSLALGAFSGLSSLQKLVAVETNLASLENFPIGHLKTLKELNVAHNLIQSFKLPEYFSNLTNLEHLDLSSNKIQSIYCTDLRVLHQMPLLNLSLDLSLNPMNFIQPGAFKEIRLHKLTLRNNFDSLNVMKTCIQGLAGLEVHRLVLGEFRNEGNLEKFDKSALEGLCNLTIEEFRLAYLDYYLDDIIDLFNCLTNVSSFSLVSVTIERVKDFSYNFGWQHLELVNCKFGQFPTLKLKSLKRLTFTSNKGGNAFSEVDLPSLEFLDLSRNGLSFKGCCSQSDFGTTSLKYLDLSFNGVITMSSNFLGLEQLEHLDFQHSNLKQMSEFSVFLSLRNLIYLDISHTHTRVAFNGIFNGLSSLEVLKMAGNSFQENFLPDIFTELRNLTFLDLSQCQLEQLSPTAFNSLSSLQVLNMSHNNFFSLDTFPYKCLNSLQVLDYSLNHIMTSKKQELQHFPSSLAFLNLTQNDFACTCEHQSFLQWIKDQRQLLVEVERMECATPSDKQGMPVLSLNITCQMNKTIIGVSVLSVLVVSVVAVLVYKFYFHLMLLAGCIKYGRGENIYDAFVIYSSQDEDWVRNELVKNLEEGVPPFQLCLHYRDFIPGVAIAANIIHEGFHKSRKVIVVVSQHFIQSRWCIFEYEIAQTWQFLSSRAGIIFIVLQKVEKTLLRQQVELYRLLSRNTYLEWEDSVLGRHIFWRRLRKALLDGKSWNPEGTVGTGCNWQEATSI
Target sequence (Q99836 whole entry, looked up): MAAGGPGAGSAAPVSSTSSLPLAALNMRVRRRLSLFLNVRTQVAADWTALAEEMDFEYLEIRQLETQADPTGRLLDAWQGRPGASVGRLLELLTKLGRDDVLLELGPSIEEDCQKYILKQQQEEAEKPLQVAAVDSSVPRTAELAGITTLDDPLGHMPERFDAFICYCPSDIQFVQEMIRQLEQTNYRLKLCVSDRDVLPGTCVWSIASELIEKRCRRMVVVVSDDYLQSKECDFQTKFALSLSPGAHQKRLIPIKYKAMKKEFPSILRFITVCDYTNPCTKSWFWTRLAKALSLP
PMI activator – increases human mannose-6-phosphate isomerase activity; activation factor at 20 µM; purified human PMI, coupled resazurin fluorescence, 20 min; active compounds read high; 1 = vehicle control, 0 substrate-free wells; 190,000 tested, 0.005% active; P34949;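 active means activation factor of 2 or more at 20 µM, relative to plate controls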
Diaph inh CS – counter-screen for diaphorase-based assays: diaphorase inhibitors and chemical oxidizers; inhibition, % at 20 µM; diaphorase resazurin-to-resorufin fluorescence, NADH, 16 min; bacterial (C. kluyveri) enzyme, not human; 190,000 tested, 0.69% active;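 active means primary screen inhibition at 20 µM above a set limit, cut at about 50% in these data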;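 further: plate controls were DMSO with full reaction for no effect and wells lacking NADH for full effect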
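Test system: diaphorase enzyme from Clostridium kluyveri; amount: diaphorase at 0.14 U/mL in enzyme working solution; detection: fluorescence of resorufin formed from resazurin, Ex 544/Em 590 nm; times: reaction incubation of 16 min at room temperature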
Diaph act CS – diaphorase activation or chemical reduction counter-screen; Diaphorase/resazurin coupled assay, resorufin fluorescence, 16 min; active compounds read high; 1 = vehicle wells, 0 = NADH-free wells; activation factor at 20 µM; 190,000 tested, 0.005% active; AID 1229;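 active means diaphorase activity raised at least twofold by the compound at 20 µM; inactive means activation factor below 2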
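Test system: Clostridium kluyveri diaphorase, purified enzyme; input: enzyme 0.07 U/mL final; buffer or medium: 50 mM HEPES pH 7.4 with 4.542 mM MgCl2, 0.005% Tween 20; also added: 0.114 mM NADH and 0.1 mM resazurin, final amounts; schedule: 16 min enzyme reaction, ambient temperature; technique: fluorescence of resorufin, 544 nm excitation, 590 nm emission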
Hsp70 act – Hsp70 transcriptional activation, primary screen; HeLa Hsp70 promoter luciferase reporter, luminescence; scaled: vehicle 0, proteasome-inhibitor control 100%; activation, % at 10 µM; 200,000 tested, 0.04% active; AID 1203;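 active means activation above the mean across all tested compounds plus 3 SD, cutoff set per campaign, cut at about 5.5% in these data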;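 further: 100% = MG132 at 30 µM as the positive control and 0% = DMSO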
S1P3 antagonist – blocks the human S1P3 receptor; Q99500; CHO S1P3 NFAT-BLA reporter, FRET fluorescence, antagonist mode; inhibition, % at 4.98 µM; 170,000 tested, 0.27% active;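 active means inhibition above the plate cutoff, the mean inhibition of test wells on that plate plus 3 SD, cut at about 28% in these data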;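 further: cells challenged with S1P at its EC80 of 0.8 µM; blue over green emission ratio from cleaved BLA substrate after 4 h stimulation; 0% = S1P-stimulated wells and 100% = unstimulated DMSO-only wells; some compounds past the cut are filed as inactive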
L major viab – reduces viability of Leishmania major promastigotes. resazurin fluorescence viability. inhibition, % at 10 µM. 200,000 tested, 9% active;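 further: promastigotes grown with compound for 44 hours at 28 °C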
G6PDH counter – counter-screen for G6PDH assay hits: L. mesenteroides G6PDH inhibition. Purified L. mesenteroides G6PDH, diaphorase/resazurin coupled fluorescence, 45 min. 200,000 tested, 0.12% active. inhibition, % at 5 µM
DTT redox prof – compounds producing H2O2 with reducing agent – biochemical, NIH compound library profiling, artefact control for MLSCN library redox annotation, primary screen. DTT-dependent redox cycling H2O2, phenol red/HRP absorbance; 100% = 100 µM peroxide control, 0% = buffer. 200,000 tested, 0.03% active. activation, % at 10 µM. AID 878;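 active means activation of at least 50% relative to the plate's high and low controls in the primary single-dose screen; inactive means activation below 50%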;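 further: compound incubated with DTT at 0.8 mM final as the reducing agent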
PMI act hi M6P – increases human PMI activity with near-saturating mannose 6-phosphate; activation factor at 20 µM; P34949; 190,000 tested, 0.34% active; AID 1216; coupled PMI enzyme assay, resazurin fluorescence, 20 min; active compounds read high; 1 = untreated enzyme, 0 = substrate-free blank;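 active means activation factor of 2 or more at 20 µM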
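Test system – human PMI in coupled enzyme assay · Timing – 20 min incubation at room temperature · Detection – Diaphorase-driven resazurin-to-resorufin fluorescence, excitation 544, emission 590 nm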
RAM inhibit – inhibitors of the yeast RAM network; S. cerevisiae dse1pr::URA3 reporter, 5-FOA growth OD615, 2 d; analog-sensitive cbk1-as2 kinase mutant strain; inhibition, % at 50 µM; 190,000 tested, 1.8% active; AID 868;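 active means inhibition above a set limit, 3 SD over mean compound inhibition, cut at about 8.4% in these data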;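 further: 0% = DMSO-only wells with no growth and 100% = 10 µM 1-NA-PP1 full growth; inhibition rescues growth on 5-FOA so higher OD means more RAM inhibition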
Starred values were filed as active, the others as inactive; x = not tested or not shown. Unless noted, no stated cut-off is given here; in the data, active means inhibition above about 50%; inactive means the rest.

SMILES,TLR4-MyD88 BLA,PMI activator,Diaph inh CS,Diaph act CS,Hsp70 act,S1P3 antagonist,L major viab,G6PDH counter,DTT redox prof,PMI act hi M6P,RAM inhibit
CCOC(=O)CNC(=O)CSc1ncnc2c1cnn2-c1ccc(Cl)cc1,0,1,16,0.8,-0.5,-28,-8,2,2.9,1,x
COc1ccc(C(C)=O)cc1CSc1ncccn1,14,1.1,-5,1,-0.1,-4,8,2,-2.0,1,-0.5
Cc1nc(OCc2ccccc2)c2ccccc2n1,2,1,0,1,0.7,x,3,4,16,1,0.8
Cc1nc(-c2ccccc2)sc1C(=O)/C=C/N(C)C,9,0.9,-6,1.1,-0.3,5,-7,6,-0.2,0.9,1.8
Nc1nnc(COc2cccc(C(F)(F)F)c2)s1,-1,1,22,0.8,0.0,0,-7,6,0.3,0.9,0.7
O=[N+]([O-])c1ccc(N/N=C/c2ccc[nH]2)cc1,16,1.4,27,0.7,-0.2,24,29,8,0.4,1.4,8.9*
CC(=O)c1ccc(N2C(=O)NC3(CCCCC3)C2=O)cc1,-3,0.9,4,1,-0.3,13,-2,8,-0.6,0.9,1.7
C/C(=N\NC(=O)C1CC1)c1ccc2c(c1)OCCO2,13,1,3,1,-0.3,-3,5,5,-0.4,1.1,3.8
O=C1c2ccc([N+](=O)[O-])cc2C(=O)N1c1c[nH]c(=O)[nH]c1=O,-23,1.1,6,0.9,-0.3,-7,-6,-1,-0.3,0.9,1.4
CC(C(=O)Nc1sccc1C(N)=O)N1C(=O)C2CC=CCC2C1=O (stereo unspecified),-6,1.1,6,0.9,-0.3,-27,-6,8,1.9,1,1.3
Cc1cccc(OCC(=O)N(Cc2cccs2)C2CCS(=O)(=O)C2)c1C (stereo unspecified),-7,1,5,0.9,-0.1,2,-7,-14,0.6,1,0.9
CCOC(=O)c1ccc(NC(=O)COc2ccc(S(=O)(=O)NC(C)C)cc2)cc1,5,0.9,16,0.8,-0.5,28,-4,6,1.1,0.9,2.5
COc1cc(C(=O)N2CCN(S(=O)(=O)c3ccc(F)cc3)CC2)cc(OC)c1OC,-7,0.9,16,0.8,-0.3,x,-1,1,0.0,1,0.4
Cc1ccc(C(=O)NCCc2nnc3ccc(SCC(=O)Nc4cc(C)on4)nn23)cc1,1,1.1,6,0.9,-0.2,0,5,-1,-1.9,1.1,-1.4
CSc1cccc(NS(=O)(=O)c2ccccc2)c1,-2,0.8,22,0.8,-0.4,22,-1,1,-3.0,0.8,-1.5
CC(=O)c1c(C)nc2ccccc2c1N,-11,1,4,1,-0.4,-22,96*,-2,-0.4,1,0.1
CN(C)C(=O)COC(=O)c1cccc(CN2C(=O)c3ccccc3C2=O)c1,-4,1,8,0.9,-0.2,-13,-6,-2,-0.5,1,1.5
O=C(COc1ccc(S(=O)(=O)N2CCCCC2)cc1)NCc1cccnc1,4,1,8,0.9,-0.1,x,-5,11,0.2,1,-1.3
CCC1CCCCN1C(=O)CSc1nc2c([nH]c3ccccc32)c(=O)n1C (stereo unspecified),-9,1,16,0.8,0.3,x,40,-2,-0.6,1,2.6
COc1ccc(COc2ccsc2C(=O)Nc2ccc(Cl)cc2)cc1,2,1,4,1,0.1,x,0,-39,0.5,0.9,8.3

Gathered by group, the entries above with two or more sulfur atoms
SMILES,TLR4-MyD88 BLA,PMI activator,Diaph inh CS,Diaph act CS,Hsp70 act,S1P3 antagonist,L major viab,G6PDH counter,DTT redox prof,PMI act hi M6P,RAM inhibit
Cc1cccc(OCC(=O)N(Cc2cccs2)C2CCS(=O)(=O)C2)c1C (stereo unspecified),-7,1,5,0.9,-0.1,2,-7,-14,0.6,1,0.9
CSc1cccc(NS(=O)(=O)c2ccccc2)c1,-2,0.8,22,0.8,-0.4,22,-1,1,-3.0,0.8,-1.5

New compounds follow.
SMILES,TLR4-MyD88 BLA,PMI activator,Diaph inh CS,Diaph act CS,Hsp70 act,S1P3 antagonist,L major viab,G6PDH counter,DTT redox prof,PMI act hi M6P,RAM inhibit
COC(=O)C1=C(O)/C(=C\c2ccc(O)c(OC)c2)N=C1C,-2,0.8,24,0.8,0.1,x,25,8,-0.1,0.9,2.1
O=C(Cn1cccc1C(=O)c1ccccc1)NCCN1CCOCC1,-6,1.1,10,0.9,-0.2,-19,-7,12,2.1,1,1.1
O=C(Cn1cnc([N+](=O)[O-])n1)NC1CC1,3,1.2,-2,1,-0.1,3,-5,5,-0.6,1.1,1.9
Cc1ccc(/C(O)=C2\C(=O)C(=O)N(CCc3c[nH]c4ccccc34)C2c2cccnc2)cc1 (stereo unspecified),-8,1.1,12,0.9,-0.3,-1,-11,5,0.1,1,1.9
COc1ccc(NC(=O)/C(C#N)=C\c2cc(OC)c(OCc3ccc(C(=O)O)cc3)cc2Br)cc1,0,1.1,19,0.8,-0.5,11,5,-2,-0.9,1,8.8*
O=C(Nc1nc2ccccc2s1)c1cc2c(s1)-c1ccccc1OC2,-34,1,21,0.8,-0.1,x,-3,3,-1.0,1,3.6
CCn1c(SCC(=O)Nc2nc3c(s2)CCCC3)nnc1-c1ccccc1,4,1.2,-8,1.1,0.2,21,25,0,0.0,1.2,0.0
CC(=O)Oc1ccc(N(C(C)=O)S(=O)(=O)c2cc([N+](=O)[O-])ccc2C)cc1,-11,0.9,-5,1.1,0.1,-1,41,7,0.5,1.1,2.3
CCOC(=O)Cc1csc(NC(=S)NC(=O)CC(C)C)n1,-2,1.1,14,0.9,-0.3,-1,54*,10,0.1,1.1,-1.2
Cc1ccc2nnc(Cl)n2n1,-5,1,7,0.9,-0.3,-37,-3,16,-6.3,1,2.5
Cn1c(CCC(=O)OCC(=O)NCc2ccc3c(c2)OCO3)nc(=O)c2ccccc21,2,1.1,24,0.8,0.0,-19,-11,2,-0.5,1,2.1
CC(C(=O)Nc1cccnc1)C1Sc2ccccc2NC1=O (stereo unspecified),-15,0.9,16,0.8,0.0,3,-5,22,-0.1,0.7,-0.1
COCCOc1cc(NC(=O)CS(=O)CC(=O)N(C)C)c(Cl)cc1Cl (stereo unspecified),-26,0.9,14,0.9,-0.1,-24,0,14,0.7,0.9,1.1
COc1ccc(C(C(=O)NC(C)(C)C)N(C(=O)CNC(=O)c2cccs2)c2ccc(C)cc2)cc1OC (stereo unspecified),-10,1,13,0.9,-0.2,x,-5,6,-5.6,0.9,-0.4
Cn1c(=O)[nH]c(=O)c2c1nc(NCCCO)n2Cc1ccc(F)cc1,5,1,3,1,-0.5,-52,-3,6,2.3,1,0.8
CC12CCC(C(=O)N(NC(=O)c3cccnc3)C1=O)C2(C)C (stereo unspecified),13,1,5,0.9,-0.2,-13,20,-2,-0.3,1.1,-0.1
Cc1ccccc1CCN(C(=O)CN1C(=O)c2ccccc2S1(=O)=O)C(C(=O)NCC1CCCO1)c1ccncc1 (stereo unspecified),-10,0.9,19,0.8,-0.2,-12,60*,-5,0.6,1,0.5
Cc1ccc(-c2nn(C)c(=O)c3ccccc23)cc1CO,1,1.1,6,0.9,0.2,34,7,-2,-0.8,1.1,-0.5
CC[C@H]1OC(=O)[C@H](C)[C@@H](O[C@H]2C[C@@](C)(OC)[C@@H](O)[C@H](C)O2)[C@H](C)[C@@H](O[C@@H]2O[C@H](C)C[C@H](N(C)C)[C@H]2O)[C@](C)(O)C[C@@H](C)[C@@H]2N[C@@H](COCCOC)O[C@H]([C@H]2C)[C@]1(C)O,-2,1,0,1,-0.2,-7,-1,1,-0.7,1,1.2
O=C(NC(Nc1nc2ccc([N+](=O)[O-])cc2s1)(C(F)(F)F)C(F)(F)F)c1ccccc1,-4,0.9,18,0.8,-0.4,x,100*,1,2.0,1,0.7
Cc1ccc(CSc2nc3ccsc3c(=O)n2Cc2ccccn2)cc1,-14,0.9,18,0.8,-0.3,9,67*,-3,-0.2,0.9,1.4
COc1ccccc1Nc1nc(-c2cccc(N3C(=O)c4ccccc4C3=O)c2)cs1,-10,1.1,23,0.8,-0.1,14,-9,-12,0.5,1.1,5.1
Cc1cc(C(F)(F)F)nn1CC(=O)NNC(=S)Nc1ccc(F)cc1,1,1,4,1,-0.5,x,-2,-1,0.0,1,1.2
c1cnn(Cc2cnc(N3CCOCC3)s2)c1,12,1,-10,1.1,-0.3,-8,0,9,0.1,1,0.9
Cc1cc(C)c(NC(=O)c2cnn(C)c2)c(C)c1,-9,1,12,0.9,-0.2,-32,-2,5,-0.7,1,3.0
CCOc1ccc(N2CC(C(=O)OCC(=O)NCc3ccccc3)CC2=O)cc1 (stereo unspecified),0,1.1,5,0.9,-0.4,x,-8,-4,3.4,1,-0.3
Cc1cccc(OCc2n[nH]c(=S)o2)c1C,-8,1,14,0.9,0.5,-10,-5,1,0.0,1,-2.4
COc1ccc2c(c1)c1ncn(CCCN3CCOCC3)c(=O)c1n2C,-18,0.8,7,0.9,0.6,x,55*,4,-2.3,0.9,1.4
CS(=O)(=O)c1ccccc1C(=O)N1CCN(Cc2ccccc2)CC1,-4,1.1,-2,1,-0.3,-8,-2,7,-0.8,1.1,-0.4
COc1cc(OC)cc(C(=O)OCn2nnc3ccccc3c2=O)c1,0,1,11,0.9,-0.2,-18,-6,-13,-0.1,1,3.6
O=C(CCCn1c(SCC(=O)c2ccc(O)c(O)c2)nc2ccccc2c1=O)NCC1CCCO1 (stereo unspecified),-16,0.6,45,0.6,0.2,x,0,10,-4.0,0.9,2.1
Cc1nc(NC(=O)c2cccnc2)ccc1Br,11,0.9,4,1,-0.3,3,-4,-6,-3.2,1,0.3
Cc1nc2c(S(=O)(=O)c3ccccc3)cnn2c(C)c1C,-5,1.3,2,1,-0.2,-9,-7,14,-2.3,1.1,2.0
Cc1ccc2cc(CCNC(=O)c3c(-c4ccccc4Cl)noc3C)c(=O)[nH]c2c1,5,0.9,11,0.9,0.0,x,2,-24,-3.6,0.8,2.9
O=c1[nH]c(N/N=C\c2ccc(F)cc2)nc2ccccc12,2,1,3,1,0.0,9,65*,7,-0.6,1,1.5
Cc1ccc(C(=O)CN(C(=O)c2ccc(Cl)cc2)N2C(=O)c3ccccc3C2=O)cc1,-2,0.9,19,0.8,-0.1,x,-16,9,-4.8,0.9,5.1
